Screening data from PubChem.
tuberculosis growth: growth inhibition of non-replicating M. tuberculosis (AID 488890) | one-dose inhibition, % at 25 µM; IC50 in µM for titrated hits | 320,000 tested, 0.39% active | Mycobacterium tuberculosis non-replicating, growth inhibition; higher % means a stronger effect; in the data active means a potency from the dose series; inconclusive means inhibition mostly from about 82% at the one dose, without a potency; inactive means the rest, 99 in 100 with inhibition below about 76%;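 further: plate controls were DMSO cells for no effect and high antibiotic wells for full effect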
PhoP GFP inhibition: Inhibition of PhoP regulon, Salmonella typhi GFP reporter cells, confirmation, 4 h (AID 1850); 310,000 tested, 0.33% active; Salmonella Typhi PhoP-promoter GFP reporter, fluorescence, 4 h; higher % means a stronger effect; inhibition, % at 50 µM; hits with a dose series show IC50 in µM; in the data active means a potency from the dose series; inconclusive means inhibition mostly from about 25% at the one dose, without a potency; inactive means the rest, 99 in 100 with inhibition below about 19%;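 further: 0% = induced wells with vehicle and 100% = uninduced wells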
influenza NS1A: NS1A inhibition, H1N1 influenza, cell based functional assay (AID 504329); inhibition, % at 12.5 µM; hits with a dose series show IC50 in µM; NS1A functional cell-based assay, percent inhibition; higher % means a stronger effect; 340,000 tested, 0.3% active; in the data active means a potency from the dose series; inconclusive means inhibition above about 27% without an active follow-up result; further: strong numbers were not always called active
VEEV TC-83 Vero: inhibitors of VEEV TC-83 cytopathic effect, confirmation, Vero cells (AID 588727); Vero cells, VEEV TC-83 cytopathic effect inhibition; higher % means a stronger effect; inhibition, % at 20 µM, or IC50 in µM where a hit was titrated; 350,000 tested, 0.13% active; in the data active means a potency from the dose series; inconclusive means inhibition mostly from about 14% at the one dose, without a potency; inactive means the rest, 99 in 100 with inhibition below about 12%; further: strong numbers were not always called active
H37Rv inhibition: M. tuberculosis growth inhibition, HTS (AID 449762); one-dose inhibition, % at 25 µM; IC50 in µM for titrated hits; M. tuberculosis H37Rv growth inhibition, 7H9 media; higher % means a stronger effect; 330,000 tested, 0.59% active; in the data active means a potency from the dose series; inconclusive means inhibition above about 70% without an active follow-up result;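 further: bacterial growth assessed after seven days of incubation; strong numbers were not always called active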
VEEV TC-83 Vero 10K pilot screen: second read-out of VEEV TC-83 Vero, no call of its own (marks repeat the call); inhibition, %; measured here: 10K pilot screen inhibition
* marks the source's active call; other numbers are inactive results; i = inactive; ? = inconclusive; . = not tested or not shown.

SMILES | tuberculosis growth | PhoP GFP inhibition | influenza NS1A | VEEV TC-83 Vero | H37Rv inhibition | others
O=c1[nH]c2ccccc2cc1CN(Cc1ccco1)S(=O)(=O)c1ccc(F)cc1 | 0% | 3% | 7% | 1.1% | -6%
CCOC(=O)C1(CCCc2ccccc2)CCN(C(=O)C2CCCN(C(N)=O)C2)CC1 (centres undefined) | -16% | -5% | -10% | 0.4% | -8%
Cc1nccc(-c2ccc(-n3cnc4ccccc43)cc2)n1 | 12% | -9% | 1% | 9.3% | 3%
Cc1ccccc1-c1nc2ccccc2[nH]1 | 12% | -3% | 5% | 2.2% | -3%
Clc1ccc(OC2CCN(Cc3nc(CC4CC4)no3)CC2)cc1 | 86% | -16% | -4% | 1.0% | 6%
CC(=O)N=c1sc2cc(C)ccc2n1C | -3% | -11% | 3% | 0.2% | -7%
Cc1ccccc1Oc1ccccc1N | -3% | -5% | -6% | i | 8%
Cc1cc(C)cc(-c2nnc(SCc3ccc(C(=O)O)cc3)o2)c1 | 11% | -11% | 6% | 4.5% | -5%
CS(=O)(=O)c1ccccc1C(=O)Nc1ccc(-c2nc3ccccc3o2)cc1 | 8% | 8% | -2% | 12% | 16%
CCC(=O)n1nc(-c2ccc(Cl)cc2)nc1SC | . | 2% | 10% | 0.5% | 2%
COc1ccc(/C=C/C(=O)Nc2cc(C)nn2-c2nc3ccccc3n2Cc2cccc([N+](=O)[O-])c2)cc1 | -24% | -5% | -8% | 0.4% | 2%
CCC1CCc2sc(C(=O)NC3CCN(Cc4ccccc4)CC3)cc2C1 (centres undefined) | ? | -8% | 5% | 3.9% | ?
O=C(Cn1nc(C(=O)O)c2ccccc2c1=O)Nc1nc(-c2ccccc2)cs1 | 3% | -1% | -6% | 5.8% | -4%
CCOc1ccc(NC(=O)CN2CCN(CC(=O)Nc3ccc(C(=O)OC)cc3)CC2)cc1 | 20% | 1% | -8% | 1.4% | -3%
Cc1cc(Nc2cccc(C)c2C)n2ncnc2n1 | 2% | 10% | -5% | 0.0% | 3%
O=C(c1cc2ccccn2n1)N1CCN(c2cccc(C(F)(F)F)c2)CC1 | 12% | 1% | 2% | 3.9% | 2%
CCCCNC(=O)C1CCN(S(=O)(=O)N2CCOCC2)CC1 | -1% | -3% | 0% | i | -11%
COCCN(C(=O)c1ccc(NC2CC2)c([N+](=O)[O-])c1)c1c(N)n(CC(C)C)c(=O)[nH]c1=O | 36% | . | 1% | 0.2% | 11%
O=C(Nc1ccc(N2CCN(C(=O)c3cccs3)CC2)cc1)c1ccc(F)cc1 | 9% | 8% | 2% | 1.7% | 9%
S=C(Nc1ccccc1)N1CCN(C2CCCCC2)CC1 | -7% | 5% | 11% | 1.6% | -8%
Cc1cccc(N2CCN(S(=O)(=O)c3c(C)[nH]c(C)c3C(=O)N3CCCCC3)CC2)c1C | 16% | -4% | 6% | 1.2% | -1%
CCOc1ccc2nc(NC3=NC(c4ccc(OC)cc4)CC(=O)N3)nc(C)c2c1 (centres undefined) | 34% | -9% | -7% | 3.3% | 11%
Cc1nn(CC(=O)Nc2c(C)n(C)n(-c3ccccc3)c2=O)c(C)c1[N+](=O)[O-] | -2% | -10% | 10% | i | -2%
Cc1ccc(CCNC(=O)C2CCN(S(=O)(=O)N3CCCC3)CC2)cc1 | 6% | 24% | -1% | 1.0% | -5%
O=C(NCCCSc1ccccc1)c1cccnc1 | -2% | -3% | -9% | 1.6% | 3%

Compounds from the list above that contain a nitro group on carbon:
SMILES | tuberculosis growth | PhoP GFP inhibition | influenza NS1A | VEEV TC-83 Vero | H37Rv inhibition | others
COc1ccc(/C=C/C(=O)Nc2cc(C)nn2-c2nc3ccccc3n2Cc2cccc([N+](=O)[O-])c2)cc1 | -24% | -5% | -8% | 0.4% | 2%
COCCN(C(=O)c1ccc(NC2CC2)c([N+](=O)[O-])c1)c1c(N)n(CC(C)C)c(=O)[nH]c1=O | 36% | . | 1% | 0.2% | 11%
Cc1nn(CC(=O)Nc2c(C)n(C)n(-c3ccccc3)c2=O)c(C)c1[N+](=O)[O-] | -2% | -10% | 10% | i | -2%

Returning to the listing, repeating the 5 entries before the break.
SMILES | tuberculosis growth | PhoP GFP inhibition | influenza NS1A | VEEV TC-83 Vero | H37Rv inhibition | others
Cc1cccc(N2CCN(S(=O)(=O)c3c(C)[nH]c(C)c3C(=O)N3CCCCC3)CC2)c1C | 16% | -4% | 6% | 1.2% | -1%
CCOc1ccc2nc(NC3=NC(c4ccc(OC)cc4)CC(=O)N3)nc(C)c2c1 (centres undefined) | 34% | -9% | -7% | 3.3% | 11%
Cc1nn(CC(=O)Nc2c(C)n(C)n(-c3ccccc3)c2=O)c(C)c1[N+](=O)[O-] | -2% | -10% | 10% | i | -2%
Cc1ccc(CCNC(=O)C2CCN(S(=O)(=O)N3CCCC3)CC2)cc1 | 6% | 24% | -1% | 1.0% | -5%
O=C(NCCCSc1ccccc1)c1cccnc1 | -2% | -3% | -9% | 1.6% | 3%
S=C(Nc1ccccc1)N1CCn2c1nc1ccccc12 | 11% | 2% | -1% | 0.4% | 18%
O=C(CSc1nc(-c2ccc(F)cc2)nc2c1Cc1ccccc1O2)Nc1ccc(C(=O)O)cc1 | . | . | 0% | 2.4% | .
CC(C)(C)C1CCc2[nH]c3ccccc3c(=O)c2C1 (centres undefined) | 22% | -8% | 9% | i | -4%
N#CCCN1CCNCC1 | -5% | 7% | 4% | 0.7% | 5%
O=C(O)c1cc(Cl)ccc1OS(=O)(=O)c1ccc(Cl)s1 | 12% | . | 0% | 0.3% | -1%
Cc1cccc(NC(=O)CSCc2cc(=O)n3c(C)csc3n2)c1C | -19% | -27% | -2% | 0.9% | 8%
COCCNC(=S)N(CCc1c(C)[nH]c2ccc(C)cc12)Cc1ccco1 | 26% | -4% | -8% | 5.2% | 5%
CC1CCCC(NC(=O)c2ccc3c(=O)n(CC4CCCO4)c(=O)[nH]c3c2)C1C (centres undefined) | -2% | -10% | 17% | 5.8% | -4%
COc1ccc(/C=C2\Sc3ccc(C(=O)NCc4cccnc4)cc3N(C)C2=O)cc1OC | 17% | 2% | 14% | 4.2% | ?
CCN(CC)CCCNC(=O)CCC(=O)NNc1nc2ccccc2c2nc(C)nn12 | 13% | -7% | 0% | 0.6% | 1%
C=CCNC(=S)Nc1ccc(Cl)cc1F | 71% | -2% | -1% | 0.6% | -6%
COC(=O)c1ccccc1S(=O)(=O)N(Cc1ccco1)Cc1cc2cc(OC)ccc2[nH]c1=O | 14% | 2% | 2% | 2.6% | -11% | VEEV TC-83 Vero 10K pilot screen=8.4
CC(=O)c1ccc(NC(=O)CCNS(=O)(=O)c2cccc3nonc23)cc1 | -6% | -12% | 22% | 0.9% | .
CCn1c(-c2ccc(Cl)cc2)n[nH]c1=S | 20% | -10% | -5% | 3.1% | -12%
CC(O)CNc1nc2ccccc2n1CC(=O)NC12CC3CC(CC(C3)C1)C2 (centres undefined) | 33% | -16% | -1% | 0.4% | 8%
Cc1nc2c(c(C)nn2-c2ccccc2)c(C)c1C | 19% | 4% | -23% | 7.6% | 0%
COc1ccc(S(=O)(=O)N(C)C[C@H]2Oc3ccc(NS(=O)(=O)c4ccc(F)cc4)cc3C(=O)N([C@H](C)CO)C[C@@H]2C)cc1 | 27% | . | -22% | 5.2% | -2%
O=C(NCc1ccccc1)C(=O)NCC1OCCN1S(=O)(=O)c1ccc2c(c1)OCCO2 (centres undefined) | 25% | -2% | 4% | 0.5% | -1%
CS(=O)(=O)N1CCCC(C(=O)Nc2ccccc2F)C1 (centres undefined) | 2% | -1% | -5% | 0.6% | 1%
Cc1c(NC(=O)C(CC(=O)O)NCc2ccco2)c(=O)n(-c2ccccc2)n1C (centres undefined) | . | . | -1% | 1.0% | .
C=CCOC(=O)C1=C(C)NC(=O)NC1/C=C/c1ccccc1 (centres undefined) | 3% | -12% | 20% | i | -1%
N#Cc1cc(S(=O)(=O)N2CCOCC2)ccc1N1CCOCC1 | 16% | -1% | 9% | 2.2% | 1%
COc1cc(C)c(S(=O)(=O)NCCCn2ccnc2)cc1C | -1% | 4% | -10% | 0.5% | -14%
Cc1cc(C(=O)N/N=C/c2c(C)nn(-c3ccccc3)c2C)n[nH]1 | -5% | -2% | 13% | 0.6% | -1%
CC(=O)Nc1ccc(S(=O)(=O)N2CCC(C(=O)NCCC(=O)NCc3ccccc3)CC2)cc1 | -12% | 5% | 8% | 2.0% | 3%

The listing continues.
SMILES | tuberculosis growth | PhoP GFP inhibition | influenza NS1A | VEEV TC-83 Vero | H37Rv inhibition | others
Cn1c(=O)c2c(nc(CCC3CCCC3)n2C)n(C)c1=O | . | . | -14% | i | .
CN(C)C(CNC(=O)C1CCCN1C(=O)c1cccs1)c1ccccc1 (centres undefined) | -7% | . | . | . | 6%
O=C(NN1C(=O)C2C3C=CC(C3)C2C1=O)C(O)c1ccccc1 (centres undefined) | -5% | -10% | -5% | 13% | 0%
COc1cc(C)c(NC(=O)Cc2ccsc2)cc1OC | 5% | -14% | -5% | 1.6% | 0%
COc1ccc(OCC(O)Cn2c(N3CCCCC3)nc3c2c(=O)n(C)c(=O)n3C)cc1 (centres undefined) | 8% | -9% | 3% | 7.7% | 4%
NS(=O)(=O)c1ccc(CCNC(=O)CSCC(=O)Nc2ccc(Cl)cc2)cc1 | 21% | . | -3% | i | -10%
N#C/C(=C\C=C\c1ccccc1[N+](=O)[O-])C(=O)NCc1ccccc1 | 73% | 2% | 16% | >25µM* | 12%
CC1CCCCN1C(=O)/C(=C\c1ccccc1)c1ccccc1 (centres undefined) | 5% | 3% | 7% | i | -4%
CC(C)(C)C(=O)Nc1cccc2[nH]ncc12 | -10% | 6% | 5% | 2.6% | -5%
CCOc1ccccc1CN1CCN(C2CCC2)CC1CCO (centres undefined) | 1% | -2% | -6% | 0.4% | 1%
COc1ccc(/C=N/NC(=O)CCc2nc3ccccc3[nH]2)cc1 | 1% | -5% | -8% | 0.7% | -1%
O=S(=O)(NC1CCCC1)c1ccccc1Cl | 7% | -3% | 6% | 0.9% | -3%
CCOc1ccc(-c2nc(C#N)c(N3CCOCC3)o2)cc1 | . | -4% | 29% | 4.3% | -4%
CCN(CC)CCNC(=O)c1ccccn1 | -1% | -8% | 6% | 0.5% | 1%
CC1(C)Cc2ccccc2C(NNC(=O)c2ccncc2)=N1 | 16% | -4% | 1% | 1.1% | 2%
Cc1ccc(NC(=O)Cc2nc(COC(=O)c3c(F)cccc3Cl)cs2)cc1 | ? | . | 2% | 5.6% | ?
CCCCn1c(NCc2ccccc2NS(=O)(=O)c2ccc(C)cc2)nc2ccccc21 | -2% | 28% | -1% | 0.5% | -4%
COc1cc(NS(=O)(=O)c2ccc(NC(=O)CCC(=O)O)cc2)nc(OC)n1 | -4% | -4% | -7% | i | 7%
CCNC(=S)N(Cc1ccc2c(c1)OCO2)C1CC(=O)N(c2ccc(F)cc2)C1=O (centres undefined) | 26% | -8% | 3% | 3.5% | -6%
O=C1c2ccccc2C(=O)N1CN(C(=O)COc1ccc(Cl)cc1Cl)c1cccc(F)c1 | 13% | -7% | 0% | i | 9%
O=C(NC1CC2CCCC(C1)N2Cc1ccco1)NC12CC3CC(CC(C3)C1)C2 (centres undefined) | 22% | -2% | -1% | i | 1%
COc1cc(OC)cc(C(=O)NC2CCCN(Cc3ccc(Cl)cc3)C2)c1 (centres undefined) | 21% | 7% | 5% | 0.8% | 7%
CCC(C)N1CCN(C(=O)COc2ccc3ccccc3c2)CC1 (centres undefined) | -5% | 16% | -10% | 0.4% | 1%
Cc1nc2nc(C)c(NS(=O)(=O)c3ccc(Cl)cc3)c(=O)n2[nH]1 | -11% | -7% | 10% | 2.9% | -9%
O=C(CN1CCN(c2ncccn2)CC1)N1CCCC1 | -10% | 0% | -9% | 0.6% | 0%
